# BB579 growth dn: yeast BB579 growth reduction in restrictive medium. S. cerevisiae BB579 growth, OD615, 48 h. inhibition, % at 10 µM. 140,000 compounds, 0.51% hits. AID 804;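 active = inhibition above a set limit, 3 SD over the mean compound inhibition, cut at about 44% in these data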; note: inactives centre near -24
#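 Assay system: S. cerevisiae DeaD strain BB579 yeast. Medium: CSMM-D restrictive synthetic medium containing dextrose (glucose). Times: 4 h cell preincubation, 48 h compound exposure, 30 °C humidified. Signal: OD615 turbidity measurement. Benchmarks: positive control amphotericin B 10 µg/mL.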
# MRP1 act: activators of MRP-1; viability increase, % at 10 µM; AID 799; H69AR cells + doxorubicin, viability rescue, CellTiter-Glo; 140,000 compounds, 0.61% hits;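 active = viability gain under doxorubicin at or above a set limit, the compound median plus 3 SD, cut at about 4.7% in these data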;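 note: MRP-1 overexpressing cells given doxorubicin 25 µM after compound pretreatment; 18-22 h compound pretreatment then 72 h with doxorubicin before readout; 0% = doxorubicin-only wells and 100% = vehicle-treated cells without doxorubicin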
# PTEN del growth: PTEN-deleted cell growth suppression; 140,000 compounds, 1.2% hits; viability, % at 10 µM; AID 827; HCT116 PTEN-null viability, CellTiter-Glo, 60 h; hits give low values;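 active = viability at or below a set limit, 4 SD under the median of all tested compounds, cut at about 3.7% in these data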;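 note: PTEN knockout HCT116 line with beta catenin targeted HCT116 as companion control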
# Yeast lifespan up: extends the lifespan of yeast; S. cerevisiae growth with nicotinamide, OD615; deaD strain in restrictive glucose medium; inhibition of the nicotinamide effect, % at 10 µM; 130,000 compounds, 0.68% hits;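 active = inhibition above a set limit, placed 3 SD over the median of all compounds, cut at about 26% in these data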;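 note: 0% = nicotinamide-treated wells and 100% = cells grown without nicotinamide; some compounds called inactive have numbers as strong as hits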
#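 Assay system: engineered S. cerevisiae DeaD replicative-lifespan strain, galactose-grown log-phase cells; Buffer or medium: CSMM-D glucose medium, restrictive; Probe or stimulus: nicotinamide 1.5 mM; Compound: single dose 10 µM compound, 0.25% DMSO; Schedule: 4 h preincubation then 48 h treatment at 30 °C; Technique: OD615 measurement.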
# GALR2 blocker: GALR2 (human) receptor antagonism | 140,000 compounds, 0.39% hits | GALR2-expressing cells, antagonist mode | O43603 | inhibition, % at 4 µM | AID 828; in the data active = inhibition above about 27%;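 note: cells stimulated with galanin 1-16 at roughly its EC80; 0% = agonist challenge control and 100% = basal control without agonist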
# Target sequence (O43603 whole entry, looked up): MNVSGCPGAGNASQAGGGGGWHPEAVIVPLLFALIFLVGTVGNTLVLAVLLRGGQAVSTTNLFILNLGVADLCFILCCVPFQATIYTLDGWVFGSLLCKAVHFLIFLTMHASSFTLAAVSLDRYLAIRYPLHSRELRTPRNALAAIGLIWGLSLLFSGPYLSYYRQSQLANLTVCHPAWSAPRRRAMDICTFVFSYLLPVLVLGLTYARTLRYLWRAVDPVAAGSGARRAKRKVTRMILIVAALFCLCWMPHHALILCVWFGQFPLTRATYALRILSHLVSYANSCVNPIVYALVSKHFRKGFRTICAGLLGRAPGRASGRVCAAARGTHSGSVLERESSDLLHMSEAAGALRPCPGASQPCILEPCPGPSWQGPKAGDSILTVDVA
# Phagocytosis inh: blocks phagocytosis by macrophages. J774A.1 macrophage IgG-bead phagocytosis, imaging. inhibition, % at 5 µM. 110,000 compounds, 0.07% hits. AID 1029;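 active = inhibition above the mean of the plate negative controls plus 5 SD, cut at about 13% in these data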;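 note: phagocytic index as fraction of beads internalized from green versus red external bead signal; plate controls were DMSO negative control for no effect and cytochalasin-D positive control for full effect; some results beyond the cut were filed as inactive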
# NPY-Y2 antag: blocks the human neuropeptide Y Y2 receptor. 140,000 compounds, 0.99% hits. inhibition, % at 2.7 µM. NPY-Y2 expressing cells, antagonist mode. P49146; in the data active = inhibition above about 17%;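 note: 0% = vehicle with agonist challenge and 100% = reference antagonist with challenge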
# Target sequence (P49146 whole entry, looked up): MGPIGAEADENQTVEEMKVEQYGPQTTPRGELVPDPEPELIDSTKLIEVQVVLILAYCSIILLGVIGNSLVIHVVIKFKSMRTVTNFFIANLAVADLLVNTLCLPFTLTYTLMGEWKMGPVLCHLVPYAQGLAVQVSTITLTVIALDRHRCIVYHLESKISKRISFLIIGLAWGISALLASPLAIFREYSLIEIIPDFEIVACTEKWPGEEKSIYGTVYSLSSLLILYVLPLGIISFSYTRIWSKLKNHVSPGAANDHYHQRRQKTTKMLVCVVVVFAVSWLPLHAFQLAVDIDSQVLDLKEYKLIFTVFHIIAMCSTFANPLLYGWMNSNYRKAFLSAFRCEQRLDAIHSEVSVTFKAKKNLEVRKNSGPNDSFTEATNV
# E-sel TNF inh: TNF alpha driven E-selectin expression inhibition; HUVEC TNFa-induced E-selectin immunofluorescence, high content; inhibition, % at 2 µM; 120,000 compounds, 0.71% hits;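 active = inhibition above the batch mean plus 3 SD, and confirmed as a hit on visual image review, cut at about 43% in these data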;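 note: 0% = TNF-stimulated DMSO wells and 100% = unstimulated control wells; not every result past the cut was called active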
# bCat KO growth: beta-catenin-lacking colon tumor cell growth suppression | HCT116 beta-catenin knockout viability, CellTiter-Glo, 60 h; hits give low values | viability, % at 10 µM | 140,000 compounds, 1.5% hits | AID 818;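 active = viability at or under a set limit, the compound median less 4 SD, cut at about 6% in these data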;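 note: 0% = Hyamine 1622 control at 20 µM and 100% = untreated cell control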
# Measles CPE: protection of cells from measles virus; Measles virus-infected cells, CPE protection, absorbance; protection (pct of control), % at 4 µM; 140,000 compounds, 1.5% hits; AID 841; in the data active = protection mostly above about 24%, no sharp cut-off; inactive = mostly below about 26%; note: some compounds called inactive have numbers as strong as hits
# Starred values were filed as active, the others as inactive; . = no result given; & = joins results of further samples.
structure	BB579 growth dn	MRP1 act	PTEN del growth	Yeast lifespan up	GALR2 blocker	Phagocytosis inh	NPY-Y2 antag	E-sel TNF inh	bCat KO growth	Measles CPE
CC1CCN(C(=O)c2ccc(N3CC4CC(C3)c3cccc(=O)n3C4)c([N+](=O)[O-])c2)CC1 (stereo unspecified)	-17	-1.3	104	3	5	-7	-1	3	93	10
COC(=O)CC1(Cc2ccccc2)C(=O)NC(=O)NC1=O	-5	-2.4	93	-20	6	-1	-2	-4	93	8
NC12CN3CN(CN(C3)C1)C2 (tested in a mixture with another compound)	-44	1.4	98	1	1	0	2	7	99	4
N#CC1=C(N)Oc2c(c(=O)oc3ccccc23)C1c1ccncc1 (stereo unspecified)	15	-3.0	100	-27	-11	-2	1	19	112	3
Oc1c(Br)cc(Br)cc1CN1CCN(Cc2ccccc2)CC1	-22	-3.0	77	-11	-4	0	6	7	95	7
CCC(=NCc1ccco1)c1c(O)n(-c2ccc(OC)cc2)c(=O)[nH]c1=O	11	-1.1	93	-5	13	0	-2	14	93	13
COC(=O)N(c1ccc(OC)cc1)P1(=S)OCCC(C)O1 (stereo unspecified)	-45	-1.1	107	-4	-6	.	-1	-7	103	8
COc1ccc(OC(=O)N(C)C)c(CN(C)C)c1	-41	0.1	93	-17	0	0	2	2	90	4
CC(C)c1oc(=O)cc2c1[C@@H](O)[C@H]1OC(=O)[C@@]3(C)C[C@@H](O)[C@@H](O)[C@@]2(C)C13 (stereo partly specified)	15	-2.9	5	1	-11	.	0	37	6	30
Cc1cc(OC(=O)c2ccco2)c2c3c(c(=O)oc2c1)CCC3	-88	0.7	104	-7	9	0	0	-9	92	8
COc1ccc(Nc2ncc(C(=O)N3CCC4(CC3)OCCO4)c3ccccc23)cc1	-27	1.4	87	-23	6	0	4	-15	88	34
CCC(C)NC(=O)c1c(N)n(CC2CCCO2)c2nc3ccccc3nc12 (stereo unspecified)	-29	-3.1	65	-7	4	0	4	.	67	29
Cc1ccc(-c2nc3ccccc3c(=O)n2-c2ccncc2)cc1	1	-2.7	96	13	-7	-6	0	.	88	4
CC(=O)NC1CC2CCC(C1)N2 (stereo unspecified)	0	-1.2	93	-12	6	1	2	.	89	5
CCOC(=O)C1C(=O)NC23CCCC2C1c1ccccc1O3 (stereo unspecified)	-15	-3.6	95	-2	-30	-2	3	.	89	2
CCOC(=O)c1c(-c2ccccc2)oc2ccc(OC(=O)N(C)C)cc12	-31	-1.6	81	-13	-3	-2	4	.	86	11
COC(=O)c1ccccc1OP1(=O)COc2ccccc2OC1	-23	-3.0	96	-9	6	-1	2	.	99	19
CCOC(=O)c1c(NC(=O)c2c(N)n(CCCOC)c3nc4ccccc4nc23)sc2c1CCCC2	-34	-4.8	15	-5	3	0	1	8	4.0*	1
CCCCN1C(=O)NC(=O)C2(Cc3c(nc4ccccn4c3=O)N3CCc4ccccc4C32)C1=O (stereo unspecified)	-3	-2.4	69	-5	0	.	3	-10	71	9
O=C(Nc1ccc(Br)cc1)c1nn(C23CC4CC(CC(C4)C2)C3)cc1Br	-56	-0.2	83	-9	-4	.	2	5	72	23
COC(=O)C(O)(c1ccc(N(C)C(=O)c2ccc(Cl)c(Cl)c2)cc1)C(F)(F)F (stereo unspecified)	-23	-1.1	86	-3	-10	-4	3	.	90	11
C=CCn1c(=O)c(C=Nc2c(OC)cccc2[N+](=O)[O-])c(O)n(CCCC)c1=O	-60	-4.1	95	-4	-7	-5	1	19	92	5
CCOC(=O)/C(CCCN(CC)CC)=N\O	-19	-2.7	97	-3	-7	-2	1	23	97	8
COc1cc(Cn2c(N)c(C(=O)NCc3ccco3)c3nc4ccccc4nc32)cc(OC)c1OC	-30	-2.8	16&20	-18	-2	-1	1	-13	25	5
CNC(=O)OCCc1n(C)cc[n+]1C	-29	-1.1	97	5	-8	.	4	.	92	6
C=Cn1c(P(=S)(N2CCOCC2)N2CCOCC2)cc2c1CCCC2	-53	-1.4	88	-11	0	0	-1	.	91	1
CCCCc1nc2ccccc2c(=O)n1-c1ccccc1[N+](=O)[O-]	-18	-2.0	89	-2	-8	.	8	8	92	9
COc1ccccc1CN1CCN(C(=O)COc2cccc(C)c2)CC1	-22	-2.1	91	-1	8	-3	0	-2	94	9
Cc1ccsc1-c1nc(CSCC(=O)N2CCC3(CC2)OCCO3)c(C)o1	-20	-2.1	88	1	0	-2	1	-26	93	5
O=C(Nc1ccc(OC(=O)N2CCCC2)cc1)N1CCOCC1	-34	-1.5	96	0	0	.	-1	44	97	7
CC(N)Cc1ccccc1Sc1ccc(O)cc1 (stereo unspecified)	7	-1.2	80	0	6	.	2	-11	80	8
COc1ccc(CCNC(=O)c2c(N)n(CCN3CCOCC3)c3nc4ccccc4nc23)cc1OC	1	-5.6	21	-7	-12	3	0	-9	33	8
CCOP(=O)(OCC)C(NC(=O)c1ccc(Cl)cc1)=C(Cl)Cl	2	-0.9	80	-9	8	.	2	25	86	3
CCCCN1C(=O)C(C2c3ccccc3C(=O)N2Cc2ccccc2)C(=O)NC1=S (stereo unspecified)	-10	-0.7	90	-18	-10	.	5	8	93	6
O=C(CN1C2CCC1CC(O)(c1cccnc1)C2)Nc1ccc2c(c1)OCO2 (stereo unspecified)	-77	-1.2	96	-8	5	0	1	-10	83	15
O=C1NC(=O)C2(Cc3c(nc4ccccn4c3=O)N3CCCCCC32)C(=O)N1Cc1ccccc1 (stereo unspecified)	-21	1.3	65	-20	-5	-1	0	-11	76	3
Cc1ccc(CCN2CC(C(=O)N3CCC4(CC3)OCCO4)CC2=O)cc1 (stereo unspecified)	-30	-1.0	98	-2	9	0	2	5	110	2
O=C(CN1CC=C(c2ccccc2)CC1)Nc1c(Cl)cccc1Cl	-24	-1.5	80	5	3	.	4	-7	69	4
CCn1c(O)c(/C=N/NC(=O)c2ccncc2)c(=O)[nH]c1=S	-45	0.1	103	2	11	1	2	.	92	5
O=C(CN1CCN(CCO)CC1)Nc1ccc(Cl)cc1C(=O)c1ccccc1	-10	-5.2	93	3	-7	.	3	-6	86	10
CC(=O)CC(C)(C)n1c[n+](C)nn1	-24	-0.4	93	-13	-7	-4	1	.	108	7
CC(C)Sc1nnc([C@@H](N)Cc2ccccc2)o1	-21	-2.8	97	-9	2	.	2	4	98	31
NC(=O)c1cn(C2OC(CO)C(O)C2O)c2ncnc(N)c12 (stereo unspecified)	-30	-3.5	3.0*	-1	23	.	2	.	2.7*	27
Cc1nc2ccc(Cl)cc2c(-c2ccccc2)c1C(=O)O	-22	-0.2	88	-1	-3	-6	10	.	94	3
C/C(=N\N1CCN(C)CC1)c1c(O)n(Cc2ccccc2)c(=O)[nH]c1=O	-30	-1.0	96	-3	-5	0	4	32	92	3
OC(CNC1CCCCC1)c1ccccc1 (stereo unspecified)	-43	-1.2	101	-12	-3	1	-1	-23	110	3
CCSP1(=S)N=C(N2CCOCC2)C(C#N)=C2CCCN21 (stereo unspecified)	-46	0.9	91	-6	-5	-1	-2	-20	87	6
CCOC(=O)CC1=C(C(=O)OCC)C2(C(=O)Nc3ccccc32)C(C#N)=C(N)O1 (stereo unspecified)	-35	-0.6	99	-3	1	-2	-2	-5	97	23
Clc1ccc(C(c2ccccc2)c2ncc[nH]2)cc1 (stereo unspecified)	-30	-1.7	84	4	4	-6	4	.	84	4
CNC(=S)NC1CC2CCCC(C1)N2CC(C)C (stereo unspecified)	-67	0.8	101	13	-1	.	-1	4	103	13
O=C(COC(=O)c1ccc(O)cc1)Nc1ccc(Cl)cc1C(=O)c1ccccc1	-49	1.0	80	-5	1	-10	19*	3	89	14
Cc1cc(OCc2nn[nH]n2)c2c3c(c(=O)oc2c1)CCC3	-45	1.2	110	-4	-4	-1	-2	-11	93	41
CC(=O)c1c(C)n(CCCOC(C)C)c2ccc(O)cc12	7	-2.9	93	-2	-12	-1	5	-34	90	3
O=c1[nH]c(=S)n(CCC2=CCCCC2)c(O)c1C=NCc1cccnc1	-49	-4.0	85	-3	-11	.	-1	-18	96	3
COc1ccc(CC2C(=O)NC(=O)N(c3ccccc3)C2=O)c(OC)c1 (stereo unspecified)	-11	0.2	108	-9	7	0	5	.	103	3
CCOCC(=O)NC1CCSC1=O (stereo unspecified)	-27	0.0	94	-8	-4	.	1	9	93	4
COCCCn1c(N)c(C(=O)NCCC(C)C)c2nc3ccccc3nc21	-41	-6.0	2.7*	-7	-15	.	0	-6	1.6*	3
CC(O)(CS(=O)(=O)c1cccc(C(F)(F)F)c1)C(=O)Nc1ccc(C(F)(F)F)cc1 (stereo unspecified)	-26	0.5	89	-12	-11	.	-1	26	87	15
Nc1ccnn1C1CCNCC1	-36	-1.5	96	-4	-3	0	-1	-37	114	4
O=c1[nH]c(=S)n(-c2ccccc2)c(O)c1/C=N/N1CCOCC1	-2	-2.7	93	4	-11	-8	1	.	87	22

# Among those listed so far, 3 have a nitro group on carbon.
structure	BB579 growth dn	MRP1 act	PTEN del growth	Yeast lifespan up	GALR2 blocker	Phagocytosis inh	NPY-Y2 antag	E-sel TNF inh	bCat KO growth	Measles CPE
CC1CCN(C(=O)c2ccc(N3CC4CC(C3)c3cccc(=O)n3C4)c([N+](=O)[O-])c2)CC1 (stereo unspecified)	-17	-1.3	104	3	5	-7	-1	3	93	10
C=CCn1c(=O)c(C=Nc2c(OC)cccc2[N+](=O)[O-])c(O)n(CCCC)c1=O	-60	-4.1	95	-4	-7	-5	1	19	92	5
CCCCc1nc2ccccc2c(=O)n1-c1ccccc1[N+](=O)[O-]	-18	-2.0	89	-2	-8	.	8	8	92	9

# Going on with the list:
structure	BB579 growth dn	MRP1 act	PTEN del growth	Yeast lifespan up	GALR2 blocker	Phagocytosis inh	NPY-Y2 antag	E-sel TNF inh	bCat KO growth	Measles CPE
Clc1ccc2c(c1)C(c1ccccc1Cl)=NCc1nnc(N3CCN(CCOc4ccccc4)CC3)n1-2	-9	-3.4	48	18	2	.	8	-29	61	28*
CCCCn1c(N)c(C(=O)NCc2cccs2)c2nc3ccccc3nc21	-14	-4.5	16	-26	-11	.	0	-30	18	4
O=C(NC1CN2CCC1CC2)c1ccc(-c2ccc([N+](=O)[O-])cc2)o1 (stereo unspecified)	-68	-1.3	79	-6	-6	4	1	-24	74	2
O=[N+]([O-])c1ccc(C2[C@H]3C(c4ccccc4)=NC4(CCCCC4)N23)cc1 (stereo partly specified)	-11	-0.2	67	5	5	-7	7	.	71	9
O=[N+]([O-])c1ccc(N2CCCC2)cc1N/N=C1\CN2CCC1CC2	-55	-2.9	74	2	-10	-4	3	15	71	8

# Only part of the results is shown; the hit share may differ from the screen's.
